From PubChem BioAssay
hgDAF12 agonist – agonists of H. glycines DAF-12 nuclear receptor | HEK293 GAL4-hgDAF12 UAS-luciferase reporter, agonist luminescence; normalized to butyrate control | activation, % at 6.8 µM | 370,000 tested, 1.8% active;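 active means activation above a cutoff set at the mean of all screened compounds plus 3 SD, cut at about 10% in these data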;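 further: 0% = DMSO wells and 100% = sodium butyrate wells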
ssDAF-12 act – S. stercoralis DAF-12 activation, primary screen | HEK293 ssDAF-12/GRIP1 lit1-tk-luc reporter, luminescence; % of 3 µM dafachronic acid response | activation, % at 6.8 µM | 370,000 tested, 1% active | AID 652126;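 active means activation above the mean over all tested compounds plus 3 SD, cut at about 0.9% in these data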;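 further: 0% = DMSO-only wells and 100% = 3 µM delta7-dafachronic acid wells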
DAX1 inh-1 – blocks DAX1 repression of SF-1 activated StAR promoter. AID 652010. HEK293T StAR-luciferase reporter, SF-1/DAX-1 repression relief. 370,000 tested, 1.1% active. inhibition, % at 6.8 µM;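 active means inhibition above the mean over all tested compounds plus 3 SD, cut at about 3.6% in these data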;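 further: 0% = DAX-1 cells with DMSO and 100% = cells lacking DAX-1 with DMSO; higher inhibition means more luminescence from relief of DAX-1 repression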
FXN GAA850 act – increases GAA850 frataxin promoter reporter activity; HEK293 lucGAA850 FXN promoter luciferase reporter, 24 h; percent of 10 µM SAHA response; activation, % at 6 µM; 360,000 tested, 0.56% active;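 active means activation above the average of all compounds screened plus 3 SD, cutoff fixed separately per campaign, cut at about 7.5% in these data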;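 further: 0% = DMSO wells and 100% = 10 µM SAHA wells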
SMARCA2 activ – increases SMARCA2 function in MMTV reporter cells; MG213 cells, MMTV-luciferase reporter, dexamethasone, overnight; activation, % at 9.1 µM; 370,000 tested, 1% active; AID 652017; in the data active means activation above about 7.8%;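 further: 0% = vehicle wells and 100% = reference activator wells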
ADAM17 inh – ADAM17 inhibition, QFRET primary screen | P78536 | recombinant ADAM17, EDANS/DABCYL FRET peptide cleavage | inhibition, % at 6.95 µM | 370,000 tested, 0.83% active | AID 720648;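 active means inhibition above the mean of compounds lying between control limits plus 3 SD, set per campaign, cut at about 8.5% in these data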;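 further: 0% = DMSO-only wells as the low control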
DAX1 inh-2 – inhibits human nuclear receptor DAX1 | 340,000 tested, 0.99% active | inhibition, % at 6.75 µM | P51843 | HEK293 Gal4-DAX1 luciferase reporter, luminescence | AID 504766;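 active means inhibition above the mean over all tested compounds plus 3 SD, cut at about 4.2% in these data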;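 further: 0% = DAX1-transfected cells with DMSO and 100% = empty-vector control cells with DMSO; inhibition shows as a rise in luminescence from relieved DAX1 repression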
GC-A act – GC-A (human) enzyme activation | P16066 | HEK293 GC-A cells, cGMP TR-FRET, EC30 ANP; 0% at EC30 ANP, 100% saturating ANP | activation, % at 10 µM | 370,000 tested, 0.14% active; in the data active means activation above about 40%
Target sequence (P16066 whole entry, looked up): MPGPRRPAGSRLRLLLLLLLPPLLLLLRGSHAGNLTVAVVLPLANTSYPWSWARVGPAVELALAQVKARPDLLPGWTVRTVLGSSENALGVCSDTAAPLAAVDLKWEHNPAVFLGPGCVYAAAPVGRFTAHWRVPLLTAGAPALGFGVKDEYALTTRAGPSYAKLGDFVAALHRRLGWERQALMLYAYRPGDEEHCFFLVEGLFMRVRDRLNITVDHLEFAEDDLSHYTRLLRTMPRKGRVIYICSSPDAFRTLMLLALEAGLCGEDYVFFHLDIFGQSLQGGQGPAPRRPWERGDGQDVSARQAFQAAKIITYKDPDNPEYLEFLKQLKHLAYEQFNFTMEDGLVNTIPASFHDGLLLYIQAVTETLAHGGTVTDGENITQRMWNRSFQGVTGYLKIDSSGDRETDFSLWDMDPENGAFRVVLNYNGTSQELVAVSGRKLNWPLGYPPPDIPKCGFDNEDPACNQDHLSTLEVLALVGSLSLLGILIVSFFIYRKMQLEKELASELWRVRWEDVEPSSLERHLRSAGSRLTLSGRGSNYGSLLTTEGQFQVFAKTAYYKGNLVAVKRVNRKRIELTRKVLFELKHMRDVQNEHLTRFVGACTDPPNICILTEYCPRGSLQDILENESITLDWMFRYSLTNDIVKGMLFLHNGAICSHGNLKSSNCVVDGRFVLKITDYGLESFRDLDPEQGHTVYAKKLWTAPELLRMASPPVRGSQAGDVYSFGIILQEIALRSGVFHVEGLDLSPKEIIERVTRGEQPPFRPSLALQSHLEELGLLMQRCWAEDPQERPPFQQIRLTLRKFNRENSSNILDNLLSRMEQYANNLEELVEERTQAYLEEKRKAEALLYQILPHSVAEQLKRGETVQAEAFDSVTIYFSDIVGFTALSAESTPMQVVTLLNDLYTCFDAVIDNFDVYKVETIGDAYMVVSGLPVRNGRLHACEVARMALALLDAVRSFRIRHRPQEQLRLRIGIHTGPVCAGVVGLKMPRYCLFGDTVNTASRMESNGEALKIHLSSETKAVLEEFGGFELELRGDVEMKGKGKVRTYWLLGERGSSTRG
hcDAF12 agonist – activators of H. contortus DAF-12 nuclear receptor; HEK293 hcDAF-12 lit1-tk-luc reporter, luminescence; 0% DMSO, 100% Δ7-dafachronic acid; activation, % at 6.8 µM; 370,000 tested, 1.4% active; AID 652067;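 active means activation above the mean of all tested compounds plus 3 SD, cut at about 5.5% in these data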;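 further: 100% = response to 3 µM Δ7-dafachronic acid high control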
PG9 Ab binder – small molecules binding HIV-1 gp120 antibody PG9 | TR-FRET gp120-PG9 antibody binding | inhibition, % at 6.7 µM | AID 624416 | 360,000 tested, 0.43% active; in the data active means inhibition above about 8.5%
ADAM10 inh – ADAM10 inhibition, QFRET primary screen; O14672; recombinant ADAM10, EDANS/DABCYL FRET peptide cleavage, 3 h; inhibition, % at 7 µM; 370,000 tested, 0.62% active; AID 720582;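 active means inhibition above a per-campaign cutoff equal to the mean of compounds falling between control-based bounds plus 3 SD, cut at about 20% in these data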;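 further: 0% = DMSO wells while the 100% control is not disclosed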
Numbers without * were called inactive; x = no result given.

canonical_smiles	hgDAF12 agonist	ssDAF-12 act	DAX1 inh-1	FXN GAA850 act	SMARCA2 activ	ADAM17 inh	DAX1 inh-2	GC-A act	hcDAF12 agonist	PG9 Ab binder	ADAM10 inh
Cc1c(NC(=O)COC(=O)c2ccc(Br)o2)c(=O)n(-c2ccccc2)n1C	-0.1	-1.1	0.9	-0.7	-1	-2	-0.3	0	0.0	1.7	0
CN(c1ccccc1)S(=O)(=O)CS(=O)(=O)N(C)c1ccccc1	0.8	-1.7	-0.8	1.1	-3	-2	0.7	3	0.4	-0.8	-15
CNC[C@H]1Oc2ccc(NC(=O)Nc3ccc4c(c3)OCO4)cc2C(=O)N([C@H](C)CO)C[C@@H]1C	-0.1	-0.7	-0.1	-0.5	0	-6	-0.6	1	-0.9	2.1	-8
COC(=O)C1CCN(S(=O)(=O)c2ccc(NC(C)=O)cc2)CC1	-1.9	-0.9	0.2	-0.3	-3	-3	0.3	1	-1.5	-1.4	-1
CCOC(=O)c1sc(NC(=O)c2ccc(S(=O)(=O)N(CC)CC)cc2)nc1C	1.2	-1.5	-1.1	0.3	-2	-2	0.2	6	-2.1	-0.1	-13
Cc1ccc(Nc2nnc(SCc3nc4ccccc4c(=O)[nH]3)s2)cc1	-0.8	-1.0	-0.2	-0.5	4	-1	0.8	-4	0.7	-0.1	3
Cc1ccc(C(=O)Nc2c(-c3ccccc3)[nH][nH]c2=O)cc1	-2.1	-0.4	-2.2	x	-3	-3	x	0	0.9	-1.2	1
COC(=O)/C(=C/c1cccc([N+](=O)[O-])c1)NC(=O)c1ccc(OC)cc1	3.5	-1.4	-0.1	2.0	2	-2	-1.2	-1	-3.8	3.6	-38
Cc1nc(N2CCN(C(c3ccccc3)c3ccccc3)CC2)[nH]c(=O)c1C	0.3	-0.6	-0.5	0.9	-2	-5	1.2	-3	-0.2	-0.1	-4
CCc1ccc(OC)c(S(=O)(=O)Nc2ccc(Cc3ccncc3)cc2)c1	-6.8	-2.1	-1.0	-0.5	-6	9.2*	-2.0	2	-6.5	0.4	12
O=C(Nc1ccccc1)C1=C(O)CC(c2ccoc2)CC1=Nc1ccccc1 (centres undefined)	0.7	-0.6	0.3	1.0	-1	-2	-0.9	-3	-1.2	0.4	-6
CC1CN(CC(O)COc2ccc(C(C)C)cc2)CC(C)O1 (centres undefined)	-2.4	-0.6	-0.4	1.2	1	-3	-0.7	0	0.2	0.2	4
CCCCC12CN3CCN(CC(C3)/C1=N\NC(=O)c1ccccc1N)C2	11*	0.0	2.6	4.8	6	-48	2.2	3	9.4*	0.0	-146
CN(C)c1ccc(CNC(=O)C2Cc3c(-c4cccc(C(N)=O)c4)ccnc3O2)cc1 (centres undefined)	0.1	-1.1	0.3	-0.1	0	-3	x	-1	-0.9	-1.1	0
Cc1cnc(C(=O)OC(C)C(=O)Nc2ccc(Oc3ccccc3)cc2)cn1 (centres undefined)	2.9	-0.8	1.6	0.9	-3	-3	0.7	6	-0.8	-0.4	-22
c1ccc2c3n(nc2c1)CCCCO3	0.7	-0.6	0.3	-0.6	2	-2	0.0	-1	1.9	-0.6	-5
CC(=O)Nc1ccc(-n2c(C)ccc2-c2ccccc2)cc1	-0.9	-0.2	-0.1	2.0	5	-2	-1.2	2	-0.1	2.3	3
CCOc1ccc(-c2c[n+](=O)c3c(n2[O-])CCCC3)c(OCC)c1	0.4	-1.9	-0.3	0.3	2	2	-0.3	2	-1.5	-0.1	1
CCOCc1c(C(=O)OCC(=O)/C(C#N)=C(\C)N)oc2ccccc12	-1.2	-1.6	-0.3	0.1	0	0	-0.7	1	-1.2	-0.4	-2
O=C(NN1C(=O)c2ccccc2NC1c1ccco1)c1ccc(Br)cc1 (centres undefined)	-1.2	-0.2	-0.2	1.5	-1	-11	-0.3	1	-1.4	-0.1	-33

Continued.
canonical_smiles	hgDAF12 agonist	ssDAF-12 act	DAX1 inh-1	FXN GAA850 act	SMARCA2 activ	ADAM17 inh	DAX1 inh-2	GC-A act	hcDAF12 agonist	PG9 Ab binder	ADAM10 inh
C#CCN(Cc1ccccc1)S(=O)(=O)C=C	-2.0	-0.4	-1.0	x	-1	-2	x	1	-0.7	-0.3	-3
CN(C)CC(C)(C)CNC(=O)C1CCN(CCCc2ccccc2)CC1	-1.3	-1.2	0.2	-0.7	-1	-1	1.2	1	-1.5	0.8	7
O=[N+]([O-])c1cccc(CN2[C@@H](Cc3ccccc3)COCCS2(=O)=O)c1	-1.4	-1.5	-0.6	3.1	1	-3	-0.2	2	-1.0	-0.5	-4
COc1ccc(Cl)cc1C1=CC(=O)C[C@H](c2ccc(F)cc2)C1	-1.1	-0.7	0.1	1.2	1	5	1.0	3	-0.8	-3.8	8
C=CCNC(=O)c1ccccc1NC(=O)COc1ccc(OC)cc1	-2.2	-1.5	-0.3	2.0	-1	-3	-0.7	6	-1.2	0.5	-3
Cc1ccc(N(Cc2ccc(C(=O)NCCSc3ccccn3)cc2)S(C)(=O)=O)cc1C	-0.8	-1.4	-0.8	2.8	2	-5	-1.0	1	-2.2	-1.5	-3
O=C1NC[C@H](CCCCN2CCN(CCc3ccccc3)C(=O)C2=O)N(CC2CCCCC2)C1=O	3.5	-0.6	-1.3	x	-4	-2	x	7	-0.7	0.6	-2
CN(C(=O)CSc1nc2ccccc2c(=O)n1C)C1CCS(=O)(=O)C1 (centres undefined)	-3.1	-1.2	-1.8	1.8	-3	-4	-1.6	2	-2.1	0.3	-7
OCCNCc1cc(Br)ccc1OCc1ccc(F)cc1	-2.4	-0.9	0.0	-0.3	-3	-3	2.0	-29	-0.7	-0.6	-2
CN1CCN(c2ccc(Cl)cc2NC(=O)c2ccc(S(=O)(=O)N(C)C)cc2)CC1	0.7	-1.2	-1.0	0.5	-2	-7	1.0	1	0.7	-0.2	3
COC(=O)c1ccc(-n2nnnc2SCC(=O)N2CCCCC2)cc1	-3.1	-1.0	0.2	-1.0	1	1	0.3	3	-1.2	-2.4	10
CCC(=O)N1CCC2(CC1)Oc1ccc(F)cc1C(=O)C21CC(c2ccc(Cl)cc2)=NO1 (centres undefined)	-3.1	-1.7	-0.3	-2.1	0	2	0.5	4	-0.2	-0.5	9
CC(=O)C1=C(C)N(Cc2ccccc2)C(=O)N[C@@H]1c1cccc(C(F)(F)F)c1	0.9	-1.5	0.2	2.3	0	-4	-0.3	3	-0.7	-1.4	-4
CN(C)C(=O)CCc1ccc2c3c([nH]c2c1)[C@]1(C)[C@@H](C(=O)N2CCCCC2)C[C@H](CC(=O)NCCC2=CCCCC2)C(=O)N1CC3	1.8	-1.7	-0.3	-0.9	-6	1	-0.5	1	-0.5	-1.4	-11
Cc1ccc(C(=O)C(C)Sc2nnc(N)s2)cc1 (centres undefined)	0.0	-0.9	0.9	-0.5	-1	-3	0.8	4	-1.3	0.7	1
O=C(C1=C[C@H](C2CC2)C[C@H](OCc2ccc(CO)cc2)O1)N1CCN(Cc2ccccc2)CC1	-1.5	-1.5	-0.7	2.3	0	-2	0.3	4	-1.6	-1.2	0
COC(=O)c1cc(COC(=O)c2nc3nc(C)cc(C)n3n2)oc1C	-2.5	-0.5	0.2	0.5	-2	3	-1.3	1	-0.7	-2.1	0
COc1ccc(/C=N/Nc2ccc(C(F)(F)F)cc2[N+](=O)[O-])cc1	-0.3	-0.6	-0.2	1.4	0	-5	-1.7	2	-1.0	-0.2	1
CCc1cc(=O)oc2cc(C)cc(OC(C)C(=O)NCCN3CCOCC3)c12 (centres undefined)	0.0	-1.0	-0.8	-0.4	-2	-73	-0.4	-4	0.5	1.4	-198
Cc1ccc(-n2cc3c(=O)n(C)c(=O)n(C)c3c2)cc1C	-0.3	-1.2	0.6	2.4	2	-3	0.4	10	-1.4	-0.5	-14

Carrying on:
canonical_smiles	hgDAF12 agonist	ssDAF-12 act	DAX1 inh-1	FXN GAA850 act	SMARCA2 activ	ADAM17 inh	DAX1 inh-2	GC-A act	hcDAF12 agonist	PG9 Ab binder	ADAM10 inh
COC(=O)c1ccccc1NC(=O)CSc1nnc(Cc2ccc(Cl)cc2)o1	-0.8	-0.9	-1.0	0.1	-3	2	0.3	4	-1.7	1.4	-4
COc1ccc(CCC(=O)Nc2cnc3ccccc3c2)cc1	4.9	-0.8	0.2	3.2	0	-1	1.9	-2	-1.9	-1.5	7
c1ccc(Cn2nnc3c(NCc4ccc5c(c4)OCO5)ncnc32)cc1	-2.6	-0.8	0.5	-0.4	-1	-5	1.6	7	-0.5	-0.3	0
COc1ccccc1/C=C(/C(=O)OCC(N)=O)c1ccccc1	-2.8	-1.3	0.1	2.0	0	-4	-1.5	-8	-2.0	1.0	-7
CCCNS(=O)(=O)/C=C/c1ccccc1	-1.9	-1.1	0.4	1.1	1	0	0.6	2	0.9	0.6	6
CCOC(=O)C1=C[C@@H](C(C)(C)C)N(S(=O)(=O)c2ccc(C)cc2)[C@H]1c1ccc(C)cc1	-0.3	-1.4	-2.7	x	-4	1	x	-6	0.0	2.9	-6
CCC(=O)N1CCc2cc(Br)cc(S(=O)(=O)C3(C(=O)OC)CC3)c21	1.9	-1.0	0.2	-0.3	1	-2	0.6	-3	0.0	-2.1	-1
O=C1c2ccc(-c3ccc(F)cc3OCc3ccccc3)cc2S(=O)(=O)c2cccc(C(=O)N3CCN(c4ncc(Cl)cc4Cl)CC3)c21	-1.1	-1.1	-0.7	-0.9	1	-3	0.0	6	-0.3	-0.1	-6
COc1ccc(NC(=O)C(CCS(C)(=O)=O)N2C(=O)c3ccccc3C2=O)cc1 (centres undefined)	0.3	-2.1	-0.3	2.5	-4	-1	0.7	5	-1.2	1.5	-2
CC(C)CC(=O)NC(=S)Nc1sc2c(c1C(N)=O)CCC2	5.4	-0.6	1.9	3.3	1	-6	0.1	4	-1.0	17*	-1
CC(C)CC(=O)N1CCN(Cc2cccc([N+](=O)[O-])c2)CC1	0.7	-1.5	0.1	-1.3	-6	-4	-0.3	-1	-0.2	2.1	-7
CSc1ccc(/C=C/C(=O)NC23CC4CC(CC(C4)C2)C3)cc1	5.3	-0.5	0.5	4.2	1	-41	0.6	-1	1.1	0.3	-130
O=C(N/N=C/c1ccc([N+](=O)[O-])cc1)c1cnccn1	0.6	-1.6	0.7	x	-3	-2	x	2	0.0	-0.8	-1
CC(=O)Nc1ccc(CN2CCN(CC(C)C)C(CCO)C2)cc1 (centres undefined)	0.0	-0.5	-0.1	1.4	-2	-6	0.2	-2	0.2	-1.3	-2
CCOc1ccc(-n2c(SCC(=O)Nc3ccc4cn[nH]c4c3)nnc2-c2ccc(C(C)(C)C)cc2)cc1	3.1	-1.4	-0.7	x	-3	2	x	-2	-1.1	x	1
COc1ccc(NC(=O)N2CCC(NC(=O)c3ccco3)CC2)cc1	0.4	-1.3	-0.7	1.1	-1	-2	-0.5	2	-0.9	-2.1	-2
Cc1cccc(NS(=O)(=O)c2nnc(NC(=O)c3ccc(Cl)cc3)s2)c1	-0.3	-1.7	-0.4	0.7	3	0	1.1	4	0.4	0.3	2
